Giardia killer – Small Molecules that selectively kill Giardia lamblia: qHTS; activity change, % at 7.66 µM, hits read low; AID 540267, 2011; Giardia lamblia trophozoite viability; 340,000 compounds, 0.15% hits; in the data active means activity change below about -80%; inconclusive means between about -30% and that limit;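 further: parasites exposed to compound for two days anaerobically before the ATP read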
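Trophozoite viability was measured as ATP-dependent luminescence, read 15-30 min after reagent addition. Before that, parasites at 100 cells/well were exposed to compounds for 48 h, anaerobically, at 37 deg C.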
PKM2 act – qHTS Assay for Activators of Human Muscle isoform 2 Pyruvate Kinase; Pyruvate kinase PKM (Homo sapiens), P14618; Potency, µM (highest dose often 57.5 µM), inactives show top-dose activation, actives largely listed as activators; 260,000 compounds, 0.34% hits; purified PKM2, Kinase-Glo ATP luminescence, activation; response scale: 0% is enzyme alone, no compound; AID 1631, 2009; further: potency means the concentration at half of the fitted maximal effect; nearly all actives have a fitted effect of over 55% in size
Target sequence (P14618 whole entry, looked up, canonical isoform): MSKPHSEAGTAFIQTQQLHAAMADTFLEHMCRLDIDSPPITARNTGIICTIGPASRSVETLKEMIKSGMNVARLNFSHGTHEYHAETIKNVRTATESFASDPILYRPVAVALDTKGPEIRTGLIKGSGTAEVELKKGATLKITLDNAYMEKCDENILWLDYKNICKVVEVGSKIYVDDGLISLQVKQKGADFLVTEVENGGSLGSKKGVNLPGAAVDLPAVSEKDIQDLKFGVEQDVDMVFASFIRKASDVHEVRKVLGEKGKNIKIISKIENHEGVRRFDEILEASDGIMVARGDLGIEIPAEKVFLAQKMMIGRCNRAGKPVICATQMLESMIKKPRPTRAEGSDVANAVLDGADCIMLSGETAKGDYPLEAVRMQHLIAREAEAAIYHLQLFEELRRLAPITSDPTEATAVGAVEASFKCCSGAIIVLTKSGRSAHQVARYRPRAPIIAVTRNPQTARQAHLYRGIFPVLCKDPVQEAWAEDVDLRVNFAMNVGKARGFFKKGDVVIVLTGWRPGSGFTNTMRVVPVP
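Purified hPK-M2 (>95% pure) converted ADP (0.1 mM final) to ATP with 0.5 mM PEP in 50 mM imidazole pH7.2, KCl, MgCl2, Tween 20, BSA; 1 h at room temperature. ATP detected by Kinase-Glo luminescence.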
USP2a block – qHTS Assay for Inhibitors of Ubiquitin-specific Protease USP2a Using CHOP2 as the Reporter | Ubiquitin carboxyl-terminal hydrolase 2 (Homo sapiens), O75604 | USP2 core, Ub-CHOP2 coupled fluorogenic reporter, 485/531 | Potency, µM (doses to about 38.3 µM), without a hit: top-dose activity change, negative = inhibition, usual class: inhibitors | 330,000 compounds, 0.01% hits | AID 463254, 2010;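 further: potency means the concentration at half of the fitted maximal effect; plate controls were DMSO wells for no effect and full inhibition by NEM control for full effect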
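Cell-free coupled assay: 10nM USP2 core preincubated 30min RT with compound in Tris-HCl pH 8.0/CaCl2/CHAPS buffer, then 25nM Ub-CHOP2 and 25nM reporter substrate; fluorescence (Ex 485/Em 531) read after 60min RT, normalized to NEM inhibition, concentration-response curves fitted.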
GALK inh – qHTS Assay for Inhibitors of Human Galactokinase (GALK); P51570; 270,000 compounds, 0.007% hits; Purified GALK, Kinase-Glo residual ATP luminescence; Potency, µM (series often up to 57.5 µM), without a hit: top-dose activity change, negative = inhibition, actives largely listed as inhibitors; further: potency means the concentration at half of the fitted maximal effect
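Luminescence from leftover ATP (Ultra-Glo luciferase/luciferin) served as read-out after a 1 h room-temperature reaction of 5 nM GALK with 35 uM ATP and 100 uM galactose.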
Eya2 inh – qHTS Assay for Inhibitors of the Phosphatase Activity of Eya2; Protein phosphatase EYA2 (Homo sapiens), O00167; recombinant Eya2, OMFP fluorescence dephosphorylation (OMFP is methylfluorescein phosphate); Potency, µM (titrated, usually from 76.9 µM), inactives show at the highest dose activity, negative = inhibition, usual class: inhibitors; 330,000 compounds, 0.006% hits; further: potency means the concentration at half of the fitted maximal effect
Target sequence (O00167 whole entry, looked up): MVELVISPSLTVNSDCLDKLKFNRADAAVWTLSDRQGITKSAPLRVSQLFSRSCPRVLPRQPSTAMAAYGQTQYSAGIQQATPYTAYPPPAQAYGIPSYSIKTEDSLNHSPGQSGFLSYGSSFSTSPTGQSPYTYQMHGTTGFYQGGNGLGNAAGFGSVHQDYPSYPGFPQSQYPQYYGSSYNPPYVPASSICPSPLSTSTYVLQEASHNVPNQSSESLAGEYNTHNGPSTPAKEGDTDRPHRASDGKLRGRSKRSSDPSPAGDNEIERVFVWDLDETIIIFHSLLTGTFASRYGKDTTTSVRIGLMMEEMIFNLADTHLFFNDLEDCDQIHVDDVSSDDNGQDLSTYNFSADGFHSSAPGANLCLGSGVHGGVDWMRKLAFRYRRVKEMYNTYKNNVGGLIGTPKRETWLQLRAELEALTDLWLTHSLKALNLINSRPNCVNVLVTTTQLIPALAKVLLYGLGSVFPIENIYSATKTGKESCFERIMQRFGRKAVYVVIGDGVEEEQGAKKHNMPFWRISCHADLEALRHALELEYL
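Eya2 protein (added as 0.2 uM solution) was preincubated with compound for 10 min at ambient temperature in 50 mM HEPES pH 7.5, 50 mM NaCl, 5 uM MgCl2, 0.05% BSA, 1 mM DTT. OMFP (added at 50 uM) then reacted 10 min; fluorescence read at 485/525 nm.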
B2AR arrestin – qHTS assay of beta-arrestin-biased ligands of beta2-adrenergic receptor | Beta-2 adrenergic receptor (Homo sapiens), P07550 | beta-arrestin recruitment to beta2AR, cell-based reporter | Potency, µM (doses to about 46.1 µM), without a hit: top-dose activation, hits mostly activators | 330,000 compounds, 0.02% hits;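 further: potency means the concentration at half of the fitted maximal effect; 0% = DMSO controls and full agonism = EC100 isoproterenol or metaproterenol; nearly all actives have a fitted effect of over 65% in size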
Coupling enz – qHTS Assay for Inhibitors of Fructose-1,6-bisphosphate Aldolase from Giardia Lamblia: Coupling assay counterscreen. AID 2472, 2010. activity change, negative = inhibition, % at 58.2 µM, hits read low. coupling enzyme system counterscreen, AmpLite Red fluorescence. 290,000 compounds, 0.67% hits; in the data active means activity change below about -30%
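Activity here indicates interference with the coupling reaction, not aldolase inhibition. Compounds at 57.5 uM final met coupling enzymes for 10 min at RT; substrate and AmpLite Red detection followed, with a 525/598 nm fluorescence read after 20 min.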
KCNH2 3.1 block – qHTS for Inhibitors of KCHN2 3.1: Mutant qHTS. 340,000 compounds, 0.95% hits. activity change, % (tested at about 1.8 µM). Potassium voltage-gated channel subfamily H member 2, brain isoform KCNH2 3.1 (human). U2OS KCNH2 3.1, thallium flux FluxOr; stronger effect = lower value;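 active means maximum activity change below -70%; inconclusive means maximum activity change from -70% to -50%; inactive means maximum activity change above -50%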;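 further: thallium influx rate constant from kinetic fluorescence after stimulation buffer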
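Kinetic fluorescence (2 min after stimulation buffer) measures Tl+ influx through KCNH2 3.1 expressed by viral transduction in U2OS cells; the rate constant is normalized against DMSO controls serving as positive and negative references.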
uPA surface inh – qHTS for Inhibitors of Cell Surface uPA Generation; cell surface uPA generation assay, qHTS; Potency, µM (series often up to 38.3 µM), for the others: at the top dose activity change, negative = inhibition, usual class: inhibitors; 330,000 compounds, 0.31% hits; AID 540303, 2011; active means well fitted inhibition curve with a large enough effect; inconclusive means small, poorly fitted or top-dose-only effect; inactive means no such curve, though single readings can be large or run the other way; tested in mouse RAW 264.7 cells; further: potency means the concentration at half of the fitted maximal effect; nearly all actives have a fitted effect of over 55% in size
BCR signal inh – qHTS Assay to Find Inhibitors of Chronic Active B-Cell Receptor Signaling | ABC-DLBCL IkBa-CBG/CBR reporter, luminescence ratio, 4 h | Potency, µM (top dose mostly 46.1 µM), without a hit: top-dose ratio change, negative = lower green/red ratio, hits mostly inhibitors | 340,000 compounds, 0.05% hits | AID 493014, 2011; active means well fitted inhibition curve with a large enough effect in the signal ratio, with a control signal flat, not every such curve was filed as active; inconclusive means small, poorly fitted or top-dose-only effect, or effect the other way, or a change in a side signal; the % refers to the signal ratio;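 further: potency means the concentration at half of the fitted maximal effect; plate controls were basal doxycycline-induced cells for no effect and cells given 10 µM MG132 for full effect; MG132 reads +100%, hits lower the ratio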
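TMD8 human ABC-DLBCL cells with doxycycline-inducible IκBα–green luciferase fusion and unfused red luciferase, in 0.5% FBS medium; compounds up to 46 uM, 4 h at 37C. Green/red luminescence ratio, filter-overlap corrected, fitted to concentration-response curves.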
hERG WT inh – qHTS for Inhibitors of KCHN2 3.1: Wildtype qHTS; 340,000 compounds, 0.37% hits; AID 720551, 2013; U2OS, BacMam KCNH2, thallium flux FluxOr; stronger effect = lower value; activity change, % at 1.84 µM; Voltage-gated inwardly rectifying potassium channel KCNH2 (Homo sapiens), Q12809;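 active means maximum activity change below -70%; inconclusive means maximum activity change between -70% and -50%; inactive means maximum activity change above -50%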
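U2OS cells transduced with wild-type KCNH2 virus are loaded with FluxOr dye for 45 min, and thallium flux is measured in kinetic reads before and after stimulation buffer. Rate constants are normalized to DMSO controls.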
Starred values were filed as active, the others as inactive; ? = inconclusive; . = no result given; [ ] = another dose, or the depositor's remark. Unless noted, the call rests on the fitted dose curve; in most records, active means well fitted curve in the direction sought with a large enough effect; inconclusive means small, poorly fitted or top-dose-only effect, or another doubt; inactive means no such curve, though single readings can be large; an effect the other way counts as inactive or inconclusive. Unless noted, on the % scale 0 is the no-effect control and ±100 the full control effect.

SMILES	Giardia killer	PKM2 act	USP2a block	GALK inh	Eya2 inh	B2AR arrestin	Coupling enz	KCNH2 3.1 block	uPA surface inh	BCR signal inh	hERG WT inh
Cc1noc(C)c1CCC(=O)O	-3	-15%	-2%	9%	-7%	0.0%	2	21	1%	5%	5
COCCn1c(N)c(N(Cc2ccccc2)C(=O)c2cc(=O)[nH]c3ccccc23)c(=O)[nH]c1=O	-23	.	-3%	.	-37%	-0.1%	.	-6	2%	-6%	2
O=C(NN1C(=O)c2ccccc2NC1c1ccoc1)c1ccccc1 (stereo not given)	10	3%	0%	0%	7%	-0.1%	5	-6	2%	?	-3
CC(=O)Nc1cc(NC(C)=O)cc(C(=O)NCC2(N3CCOCC3)CCCCC2)c1	11	.	-1%	.	-8%	0.0%	.	22	-2%	6%	9
COc1ccc(C2CC(c3ccc(OC)cc3)n3nc(NS(C)(=O)=O)nc3N2)cc1 (stereo not given)	3	-2%	-3%	-2%	3%	0.5%	5	1	-3%	0%	-6
C/C(=N/NC(=O)CNC(=O)c1cccnc1)c1cccc([N+](=O)[O-])c1	3	-14%	-5%	-2%	3%	-0.3%	0	-28	5%	-14%	5
CCOc1ccc2ccccc2c1C1NC(=O)N(C)C(C)=C1C(=O)OCCOC (stereo not given)	10	-2%	1%	-1%	-1%	0.5%	0	2	0%	5%	2
O=C(CN1C(=O)C2C3C=CC(C4CC34)C2C1=O)Nc1cccc2ncccc12 (stereo not given)	-6	3%	1%	0%	4%	-0.1%	1	-5	6%	-1%	-17
C[C@H](CO)N1C[C@H](C)[C@@H](CN(C)S(=O)(=O)c2cccs2)Oc2ccc(NC(=O)Cc3ccccc3)cc2C1=O	11	.	3%	.	-8%	-0.7%	.	-7	-3%	?	-7
COc1ccc(/C=N/n2c(C)nnc2C)c(OC)c1OC	-7	-16%	-7%	-1%	8%	0.1%	-4	-3	-6%	-15%	-7
CCC(=O)c1ccc(OCC(=O)N(C)CC(=O)Nc2cccc(F)c2)cc1	15	-6%	0%	4%	-4%	-0.1%	3	-6	13%	?	4
CCN1CCN(C(=O)CN(c2cc(OC)ccc2OC)S(C)(=O)=O)CC1	-5	-23%	4%	0%	11%	-0.8%	-3	-13	2%	-2%	4
COc1ccc(Cl)cc1C(=O)NNC1CC(=O)N(Cc2ccc(Cl)cc2)C1=O (stereo not given)	11	-2%	-5%	2%	-9%	-2.0%	-2	-18	1%	-2%	0
COc1cccc(/C=N/n2c(-c3n[nH]c4c3CCC4)n[nH]c2=S)c1O	2	-17%	1%	.	5%	-0.5%	-4	12	-3%	1%	3
COc1ccc(CCNC(=O)CCCn2c(=O)c3cccn3c3cccnc32)c(OC)c1OC	-6	.	1%	-1%	-3%	0.1%	.	15	-18%	-10%	2
COC(=O)c1sc(NC(=S)NNC(=O)c2c(Br)c(C)nn2C)c(C(=O)OC)c1C	-6	-4%	-5%	-1%	18%	-0.6%	-8	-7	4%	2%	-7
CCN1C(=O)[C@H]2[C@@H](c3ccc(-c4ccc(OC)cc4)cc3)N[C@@](C)(C(=O)OC)[C@H]2C1=O	1	.	0%	.	-27%	0.1%	.	-2	12%	-1%	-2
COc1cc(/C=N/O)ccc1OCc1ccc(Cl)cc1	.	-2%	-5%	3%	3%	0.2%	-17	.	.	?	.
COc1ccccc1-c1sc2ccccc2c1-c1ccc(OCCN2CCCCC2)cc1	1	.	-2%	.	-5%	-1.3%	.	?	?	?	0
Cn1c(=O)c2c(ncn2Cc2ccc(Cl)c(Cl)c2)n(C)c1=O	-7	1%	-1%	-1%	-4%	-0.1%	-1	-2	.	-1%	5
COC(=O)Cc1ccc(NC(=S)NCc2ccccc2Cl)cc1	1	23%	1%	0%	-9%	0.1%	0	1	-3%	?	13
Cc1cccc(NC(=O)CCC2CCN(Cc3nccs3)CC2)c1	15	.	-1%	-1%	-23%	-0.2%	.	-1	-1%	4%	-3
CCO/N=C(/c1nonc1N)N1CCN(c2ccc([N+](=O)[O-])cc2)CC1	-11	-14%	1%	3%	2%	0.3%	-12	-25	6%	7%	37
Clc1ccc(CO/N=C/c2c(-c3ccccc3)nc3n2CCS3)c(Cl)c1	-4	0%	2%	0%	1%	-0.1%	-1	-13	2%	?	3
O=C(O)c1cccc(NC(=O)c2cn(-c3ccccc3)nc2-c2cc3ccccc3o2)c1	-18	-3%	-1%	-5%	7%	-0.3%	2	-30	0%	-7%	-2
CC(=O)c1c(C)[nH]c(C(=O)OCc2csc(CC(=O)Nc3ccccc3C)n2)c1C	9	.	3%	.	-2%	-0.9%	.	-14	7%	?	-17
CCN(CC(=O)Nc1c(F)cccc1F)C(=O)c1ccc(COc2ccccc2)cc1	4	.	1%	.	17%	0.2%	.	5	2%	14%	-3
OCC[C@@H]1C[C@H](O)[C@@H](O)[C@@]2(OCc3ccccc32)O1	35[activator]	0%	3%	.	-4%	-0.8%	-3	-136*	6%	-2%	-16
CCc1ccc(OCC(=O)NNC(=O)Cc2cccs2)cc1	14	11%	6%	-1%	1%	-0.6%	3	4	8%	6%	-8
O=C(NC(Cc1ccccc1)C(=O)OCC(=O)N1CCc2ccccc21)c1ccco1 (stereo not given)	-5	1%	-1%	-1%	9%	0.3%	2	.	0%	-6%	5
O=C(NCc1ccc(F)cc1)c1ccc(CS(=O)(=O)Cc2ccccc2F)o1	5	-5%	1%	-1%	-5%	-0.5%	-1	28	-2%	18%	-2
Cc1cc(C2C(C#N)=C(N)OC3=C2C(=O)CCC3)c(C)s1 (stereo not given)	-4	1%	5%	1%	24%	0.3%	-7	-9	-2%	?	-19
[O-][n+]1c2ccccc2[n+]([O-])c2cc(O)ccc21	?	.	2%	17%	-2%	3.8%	-21	-10	-10%	10%	35
O=C(NCCSCc1ccco1)c1ccc(CN2CCOCC2)cc1	-2	8%	-1%	1%	13%	0.5%	2	0	-4%	-2%	-16
COc1cc(S(=O)(=O)NCC(c2ccco2)N2CCCCC2)ccc1NC(C)=O (stereo not given)	-1	.	0%	.	-9%	0.1%	.	12	-1%	0%	-16
Cc1ccc(-c2nnc(SCc3nc4ccccc4[nH]3)n2Cc2ccco2)cc1	-2	-1%	-4%	-2%	-8%	0.9%	6	-1	.	?	14
CCCn1c(SCC(=O)c2cc(OC)ccc2OC)nc2c1c(=O)n(C)c(=O)n2C	-5	0%	1%	19%	-5%	-1.7%	-1	-10	-1%	5%	3
O=C(O)CCNc1ccc(Cl)cc1	19	10%	0%	0%	5%	-1.1%	1	-2	-4%	0%	1
CCOc1ccc(CN2CCN(c3ncnc4scc(-c5ccccc5)c34)CC2)cc1	22	.	-3%	.	1%	2.5%	-4	-116*	8%	-1%	-141*
N#Cc1c(NC(=O)Cn2c(=O)oc3ccccc32)oc(-c2ccccc2)c1-c1ccccc1	-9	-15%	-9%	0%	-41%	0.0%	7	-7	3%	?	-5
Cn1c(Cc2ccc3c(c2)OCO3)nnc1SCC(=O)N1CCc2ccccc2C1	12	?	4%	9%	19%	0.3%	1	12	.	-3%	-12
NS(=O)(=O)c1ccc(CCNCc2ccccc2OCc2ccc(F)cc2)cc1	-19	.	2%	2%	14%	0.1%	3	-76*	-2%	?	-33
CC(=NC1CC1)c1c(-c2ccccc2)[nH]n(-c2nc3ccccc3s2)c1=O	1	-7%	0%	1%	-1%	-0.3%	4	0	.	?	8
O=C(CSc1n[nH]c(=O)[nH]c1=O)N/N=C/c1ccccc1O	4	2%	-2%	2%	3%	-1.0%	0	1	2%	?	2
Cc1ccc(-n2nc3c(N4CCC(C(=O)NCc5ccccc5C)CC4)nnc(C)c3c2C)cc1	10	.	0%	-4%	-1%	-0.9%	1	-17	?	?	4
Cc1c(Cl)cccc1NC(=O)CSc1nnc(CCNC(=O)OC(C)(C)C)o1	5	4%	1%	-2%	-7%	0.0%	1	-6	0%	-16%	1
O=C(O)c1ccc2c3c(cccc13)C(=O)N(OS(=O)(=O)c1ccccc1)C2=O	29	-8%	5%	0%	3%	-0.1%	-26	4	-1%	0%	15

Screening results deposited in PubChem by National Center for Advancing Translational Sciences (NCATS).

Not a hit list; 2.4% or so of the library scored in one or more.
